Pf growth 96h: inhibits malaria parasite growth, 96 h; actives 6.9% (n = 320,000); Potency, µM (doses to about 28.7 µM), inactives show top-dose activity change, negative = inhibition, usual class: inhibitors; AID 504834; P. falciparum luciferase reporter growth, 96 h; also: potency is read from the fitted curve at half-maximal effect; % is scaled to controls: 0 for no effect and ±100 for the full control effect
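Readout is luminescence from an integrated firefly luciferase in P. falciparum. Red cells, 2% hematocrit and 0.05% parasitemia final, were cultured with compound through two parasite generations (96 hours) at 37 C, 5% CO2.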
Shiga toxin inh: blocks Shiga toxin action in Vero cells. inhibition, % at 38.7 µM. AID 2315. Vero cells, Shiga toxin protein synthesis inhibition reporter. actives 9.2% (n = 290,000); in the data active = inhibition mostly above about 28%, no sharp cut-off; inactive = mostly below about 43%; also: 0% is about no effect
Tb PYK inh: blocks Trypanosoma brucei pyruvate kinase | TbPYK enzyme, Kinase-Glo Plus ATP luminescence, 45 min | Q57TT1 | Potency, µM (top dose mostly 76.8 µM), for the others: at the top dose activity, negative = inhibition, hits mostly inhibitors | actives 0.12% (n = 410,000) | AID 624173; also: potency is read from the fitted curve at half-maximal effect; % is scaled to controls: 0 for no effect and ±100 for the full control effect; nearly all actives have a fitted effect of over 50% in size
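Luminescence from Kinase-Glo Plus, added after a 45-minute room-temperature reaction, served as the end-point read-out. The enzyme and substrate were preincubated with compound before ADP (130 uM final) initiated turnover. Concentration-effect curves came from normalized qHTS data.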
LmPK inhibitor: inhibitors of Leishmania mexicana pyruvate kinase; Q27686; purified LmPK, Kinase-Glo ATP luminescence, 1 h; Potency, µM (doses to about 57.5 µM), inactives show at the top dose activity change, negative = inhibition, most hits filed as inhibitors; actives 0.37% (n = 290,000); also: potency is read from the fitted curve at half-maximal effect; % is scaled to controls: 0 for no effect and ±100 for the full control effect
Target sequence (Q27686 whole entry, looked up): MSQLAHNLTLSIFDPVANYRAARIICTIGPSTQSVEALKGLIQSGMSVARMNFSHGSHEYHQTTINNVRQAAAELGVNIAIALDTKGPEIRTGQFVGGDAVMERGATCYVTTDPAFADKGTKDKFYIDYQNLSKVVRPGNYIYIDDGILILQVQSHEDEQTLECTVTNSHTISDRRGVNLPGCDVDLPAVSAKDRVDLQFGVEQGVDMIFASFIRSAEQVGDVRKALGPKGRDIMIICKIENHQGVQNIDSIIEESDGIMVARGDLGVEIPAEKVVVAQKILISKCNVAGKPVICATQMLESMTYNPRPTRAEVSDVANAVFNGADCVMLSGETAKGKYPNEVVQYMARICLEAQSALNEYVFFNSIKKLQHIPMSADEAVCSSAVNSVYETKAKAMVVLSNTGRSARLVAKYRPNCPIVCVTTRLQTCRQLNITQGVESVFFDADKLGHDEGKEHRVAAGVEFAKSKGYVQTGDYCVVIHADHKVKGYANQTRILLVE
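Purified LmPK (0.1 nM) converted ADP (0.1 mM) to ATP with PEP (0.5 mM) in imidazole buffer pH 7.2 with KCl and MgCl2, 1 h at room temperature. ATP was read by Kinase-Glo luminescence; data normalized to uninhibited and no-enzyme controls.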
Pf growth 48h: inhibits P. falciparum growth in the first generation, 48 h. P. falciparum luciferase growth in erythrocytes, 48 h. Potency, µM (titrated, usually from 28.7 µM), without a hit: at the top dose activity change, negative = inhibition, hits mostly inhibitors. actives 5.9% (n = 310,000); also: potency is read from the fitted curve at half-maximal effect; % is scaled to controls: 0 for no effect and ±100 for the full control effect
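First compound was added to culture medium, then infected red cells at 0.1% parasitemia and 2% hematocrit (final). After incubation at 37 C under 5% CO2, luciferase detection reagent was dispensed and light output recorded.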
Cycloheximide cs: affects cycloheximide protein synthesis inhibition readout, counter-screen | cell reporter, cycloheximide protein synthesis inhibition counterscreen | max response, % | actives 12% (n = 300,000); in the data active = max response mostly above about 13%, no sharp cut-off; inactive = mostly below about 14%; also: read at 38.3 µM for the half of the compounds with a filed dose; 0% is about no effect
AMA1-RON2 inh: AMA1-RON2 (P. falciparum) interaction inhibition. AlphaScreen AMA1-biotinylated RON2 peptide binding. actives 0.2% (n = 360,000). Potency, µM (top dose mostly 58.2 µM), for inactives: at the top dose activity change, negative = inhibition, usual class: inhibitors;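 also: potency is read from the fitted curve at half-maximal effect; 0% = vehicle wells and -100% = peptide control; nearly all actives have a fitted effect of over 45% in size; some results filed as inactive show a strong effect at the top dose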
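AMA1 (3D7) with his tag at 25 nM final met compounds first, then biotinylated RON2 peptide at 25 nM; detection used donor plus acceptor beads, 10 µg/mL apiece, read by AlphaScreen after 30 min at room temperature.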
Numbers without * were called inactive; ? = inconclusive; . = not tested or not shown; [ ] = remark or other dose. Unless noted, calls follow the shape of the dose curve; as a rule, active = well fitted curve in the direction sought with a large enough effect; inconclusive = small, poorly fitted or top-dose-only effect, or another doubt; inactive = no such curve, though single readings can be large; an effect the other way counts as inactive or inconclusive.

SMILES	Pf growth 96h	Shiga toxin inh	Tb PYK inh	LmPK inhibitor	Pf growth 48h	Cycloheximide cs	AMA1-RON2 inh
CCOC(=O)CNC(=O)N1CCCC(CCC(=O)NCc2ccc(F)c(F)c2)C1 (centres undefined)	-9%	15	0%	4%	6%	-2	17%
Cc1nn(Cc2ccc(Cl)cc2)c(Cl)c1/C=N/NC(=O)c1cccnc1	?	-8	3%	-3%	-23%	-2	-15%
O=C(Nc1ccc(NC(=O)c2cccs2)cc1)c1ccco1	69%[activator]	36	-2%	-13%	.	31*	1%
CCC(=O)NC(c1cccc([N+](=O)[O-])c1)c1c(OC(C)=O)ccc2ccccc12 (centres undefined)	23%	9	-2%	0%	13µM*	-1	-5%
CCOC(=O)CSc1n[nH]c(NS(=O)(=O)c2ccccc2C(F)(F)F)n1	22%	-28	2%	0%	4%	-3	34%[activator]
O=C(CC1C(=O)NCCN1Cc1ccccc1F)NC1CCCCCC1 (centres undefined)	?	-30	.	-7%	-7%	4	.
Cc1ccc2oc(C(=O)Nc3ccc(S(=O)(=O)Nc4onc(C)c4C)cc3)c(C)c2c1	?	-9	-3%	0%	3%	-2	-1%
COC(=O)CN(n1cnnc1)S(=O)(=O)c1ccccc1	12µM*	-16	-7%	-1%	9%	9	-4%
O=C(O)c1ccc2c(c1)N(Cc1ccc(F)cc1)C(=O)c1ccccc1S2	16%	-14	-7%	0%	18%	-2	-7%
CCOC(=O)N1CCN(C(=O)CN2C(=O)NC(c3ccccc3)(c3ccccc3)C2=O)CC1	0%	15	0%	1%	?	-1	-11%
Cc1c(-c2ccccc2)sc(N)c1C(=O)N1CCOCC1	4%	-2	-14%	-3%	13µM*	2	-3%
CCN(CC)S(=O)(=O)c1ccc2oc(C(=O)NC3CC3)c(C)c2c1	?	45	-8%	0%	-28%	-4	-9%
COCCN(CCNC(=O)c1ccc(NC2=NC3CS(=O)(=O)CC3S2)cc1)Cc1ccco1 (centres undefined)	62%[activator]	-8	-4%	-1%	28%	-3	4%
Cn1nc(-c2ccc(OCC(N)=O)cc2)c2ccccc2c1=O	19%	-14	.	1%	.	-4	-12%
N#C/C(=C\c1ccc(F)cc1)c1nc(-c2ccco2)cs1	87%[activator]	60	0%	-1%	28%	9	-2%[11.6 µM]
Fc1ccc(-c2ccc(Nc3cccc(F)c3)nn2)cc1	1%	51*	-5%	3%	?	46*	-10%
O=S(=O)(NC1CC1)c1ccc(Cl)cc1F	-23%	-22	-6%	-3%	0%	-2	18%
Cn1c(NC(=O)c2ccc(Cl)s2)cc(=O)n(C)c1=O	-15%	4	-21%	2%	13%	1	7%
CCCCC(CC)Cn1c(N)c(C#N)c2nc3ccccc3nc21 (centres undefined)	?	-10	-9%	-1%	.	1	41%[activator]
CC1CCC/C(=C(\C#N)c2nc(-c3cc4ccccc4oc3=O)cs2)C1 (centres undefined)	6.6µM*	89*	-16%	-5%	296%[activator]	51*	8%[2.32 µM]
CCOC(=O)N1CCC(Nc2ncnc3c2cnn3-c2ccc(C)cc2C)CC1	-28%	18	5%	4%	0%	-3	8%
COc1ccc(N2C(=NC(=O)CCCc3ccccc3)SC3CS(=O)(=O)CC32)cc1 (centres undefined)	4%	-5	10%	8%	12%	-2	0%
Nn1c(SCC(=O)NCCN2C(=O)CSC2=O)nnc1-c1ccc(OC(F)F)cc1	21%	.	0%	.	?	.	13%
C=CCC(NCc1ccccc1)c1ccco1 (centres undefined)	0%	-8	1%	3%	4%	-4	46%[activator]
NNC(=O)c1cc(O)c(O)c(O)c1	29%	13	?	-1%	?	-3	-10%

The list goes on, starting with the last 2 of the part before.
SMILES	Pf growth 96h	Shiga toxin inh	Tb PYK inh	LmPK inhibitor	Pf growth 48h	Cycloheximide cs	AMA1-RON2 inh
C=CCC(NCc1ccccc1)c1ccco1 (centres undefined)	0%	-8	1%	3%	4%	-4	46%[activator]
NNC(=O)c1cc(O)c(O)c(O)c1	29%	13	?	-1%	?	-3	-10%
CC(=O)NCCCc1nc2ccccc2n1Cc1c(F)cccc1Cl	-20%	-12	-6%	2%	-14%	-2	-2%
Cc1ccc(C(=O)Oc2ccc(/C=C3\C(=N)N4N=C(N5CCOCC5)SC4=NC3=O)cc2)cc1	?	59*	1%	4%	39%[activator]	26*	158%[activator]
Nc1c(Br)cc([N+](=O)[O-])cc1[N+](=O)[O-]	-8%	.	0%	.	39%[activator]	.	-11%
COc1ccc(C(=O)C2CCCN(S(=O)(=O)c3ccccc3F)C2)c(C)c1 (centres undefined)	?	-4	5%	-2%	-18%	-1	48%[activator]
O=C(CCc1nnc(CCCCc2ccccc2)o1)NCc1cccc(F)c1	?	13	7%	-4%	-8%	1	8%
O=P(CN1CCN(c2ccccc2)CC1)(N1CCCCC1)N1CCCCC1	-2%	-13	2%	12%	.	-5	26%
Cn1cnc([N+](=O)[O-])c1Sc1ccccc1	12µM*	-18	-6%	7%	.	-3	2%
Cc1cc(C(=O)Nc2ccc3ccccc3c2)c(C)o1	22%	96*	-4%	-9%	293%[activator]	32*	-10%
COc1cccc(COC(=O)C2CCN(S(=O)(=O)c3ccc(C)cc3)CC2)c1OC	0%	.	-2%	.	?	.	-2%
CC(C)(C)c1cnnn1-c1ccc([N+](=O)[O-])cc1	?	-9	-16%	-6%	23%	6	-11%
CC(NC(=O)c1ccc(-c2cc(C(F)(F)F)ccc2Cl)o1)c1ccccc1 (centres undefined)	.	12	2%	-2%	?	0	-2%
O=C(NCCc1cccnc1)C1CCC(=O)N(CCc2cccc(F)c2)C1 (centres undefined)	?	2	0%	-7%	37%[activator]	10	-16%
Cc1cccc(C(=O)NCCc2n[nH]c(=S)n2C)c1	0%	4	-12%	0%	20%	4	-2%
N#C/C(=C\c1ccccc1)C(=O)N1CCC(C(N)=O)CC1	-14%	-6	-14%	-2%	-17%	1	2%
Cc1ccc(NC(=O)C2CCN(S(=O)(=O)c3ccc4c(c3)OCCCO4)CC2)nc1	?	.	-4%	.	?	.	1%
CC(CCc1ccc(O)cc1)NC(c1ccccc1)c1ccc(Cl)cc1 (centres undefined)	?	-25	-2%	3%	9.3µM*	-4	-6%
Cc1ccc(NS(=O)(=O)c2ccccc2Cl)c2c1CC(C)(C)O2	12%	23	4%	3%	?	-3	-15%
CN(Cc1ccccc1)C(=O)C1CCCN1S(=O)(=O)c1ccc2c(c1)n(C)c(=O)c(=O)n2C (centres undefined)	5%	-5	2%	0%	-21%	-4	1%
COC(=O)c1c(NC(=O)c2ccc(S(=O)(=O)N3CCOCC3)cc2)sc2c1CCN(C)C2	?	-6	4%	2%	13µM*	-2	11%
O=C(CC1SC(=Nc2ccccc2)N(Cc2ccccn2)C1=O)Nc1ccc(Br)cc1 (centres undefined)	?	48*	-9%	1%	-71%	20*	27%
CCOC(=O)c1c(C)n(-c2ccc(OC)cc2)c2ccc(O)c(CN(C)C)c12	7.4µM*	-7	-6%	2%	?	-4	-5%
CCOc1ccc(CCNC(=O)COC(=O)c2ccco2)cc1OCC	-12%	-7	8%	1%	.	-2	-2%
O=C(NCCc1cccnc1)C1CCC(=O)N(Cc2cccc(C(F)(F)F)c2)C1 (centres undefined)	34%	6	-6%	3%	5%	-3	-4%
Cc1cccc(OCC(=O)NC(C)C(=O)N/N=C/c2c(OCc3ccccc3)ccc3ccccc23)c1 (centres undefined)	.	14	7%	-5%	6.6µM*	6	23%
Cc1ccc(N/N=C(\C#N)C(=O)c2ccsc2)cc1	90%[activator]	55	-7%	6%	?	21*	-27%
SMILES	Pf growth 96h	Shiga toxin inh	Tb PYK inh	LmPK inhibitor	Pf growth 48h	Cycloheximide cs	AMA1-RON2 inh
CCCCc1c(C)c(C#N)c2[nH]c3ccccc3n2c1=O	.	18	-2%	-2%	?	2	-1%
Cc1c(=O)n(OCc2ccccc2)c2ccccc2[n+]1[O-]	22%	11	-2%	3%	15%	-1	6%
COc1ccc(-c2nnc(SCC(=O)Nc3ccc(Cl)cc3)n2C)cc1	?	-8	-3%	4%	-9%	1	-7%
Cc1nnc2n(c1=O)C(CS(=O)(=O)c1ccc3ccccc3c1)CS2 (centres undefined)	152%[activator]	-2	-1%	-6%	-17%	14	3%
CC/C(=N/OC(=O)c1cccc(C)c1)C(=O)c1cccs1	?	21	-8%	0%	6%	6	20%
COCCNC(=O)Cn1nc(C(F)(F)F)c(Cl)c1C	125%[activator]	-7	-6%	-1%	-11%	-1	6%
Cc1ccc(C(=O)CC(=O)c2ccccc2)cc1	3.7µM*	66*	0%	-2%	45%[activator]	48*	101%[activator]
CCCS(=O)(=O)N1CCCC(C(=O)NCc2ccc3c(c2)OCO3)C1 (centres undefined)	60%[activator]	-2	-1%	-3%	12%	-3	6%
CCCCN(C)CCCNC(=O)C1CC(=O)N(Cc2ccc(OC)cc2)C1 (centres undefined)	12µM*	11	3%	-2%	19%	-4	4%
COc1ccccc1N(C)S(=O)(=O)c1ccc(C(=O)Nc2nnc(C)s2)cc1	?	.	-6%	.	0%	.	-9%
COc1cc(OC)c(C(=O)OCC(=O)Nc2cc(C)on2)cc1OC	0%	-13	7%	-11%	4%	1	-6%

10 compounds already listed, sorted by SMILES length, lowest first.
SMILES	Pf growth 96h	Shiga toxin inh	Tb PYK inh	LmPK inhibitor	Pf growth 48h	Cycloheximide cs	AMA1-RON2 inh
Cc1ccc(C(=O)CC(=O)c2ccccc2)cc1	3.7µM*	66*	0%	-2%	45%[activator]	48*	101%[activator]
COCCNC(=O)Cn1nc(C(F)(F)F)c(Cl)c1C	125%[activator]	-7	-6%	-1%	-11%	-1	6%
Cc1ccc(N/N=C(\C#N)C(=O)c2ccsc2)cc1	90%[activator]	55	-7%	6%	?	21*	-27%
CCCCc1c(C)c(C#N)c2[nH]c3ccccc3n2c1=O	.	18	-2%	-2%	?	2	-1%
CC/C(=N/OC(=O)c1cccc(C)c1)C(=O)c1cccs1	?	21	-8%	0%	6%	6	20%
COc1cc(OC)c(C(=O)OCC(=O)Nc2cc(C)on2)cc1OC	0%	-13	7%	-11%	4%	1	-6%
COc1ccc(-c2nnc(SCC(=O)Nc3ccc(Cl)cc3)n2C)cc1	?	-8	-3%	4%	-9%	1	-7%
Cc1nnc2n(c1=O)C(CS(=O)(=O)c1ccc3ccccc3c1)CS2 (centres undefined)	152%[activator]	-2	-1%	-6%	-17%	14	3%
O=C(NCCc1cccnc1)C1CCC(=O)N(Cc2cccc(C(F)(F)F)c2)C1 (centres undefined)	34%	6	-6%	3%	5%	-3	-4%
Cc1cccc(OCC(=O)NC(C)C(=O)N/N=C/c2c(OCc3ccccc3)ccc3ccccc23)c1 (centres undefined)	.	14	7%	-5%	6.6µM*	6	23%
